# UDG counter – UDG inhibition counter-screen | FRET deamination/UDG coupled assay, UDG read, 4 h | AID 1347430 | 91,000 tested, 0.14% active | Potency, µM (top dose mostly 115 µM), without a hit: at the highest dose activity change, negative = inhibition, most hits filed as inhibitors; further: nearly all actives have a fitted effect of over 65% in size
# AID inhibitor – inhibitors of human activation induced cytidine deaminase. AID 1347428. 91,000 tested, 0.32% active. AID deamination FRET fluorescence, UDG-coupled, 4 h. Q9GZX7. Potency, µM (highest dose often 115 µM), for the others: top-dose activity change, negative = inhibition, most hits filed as inhibitors; further: nearly all actives have a fitted effect of over 25% in size
# Target sequence (Q9GZX7 whole entry, looked up): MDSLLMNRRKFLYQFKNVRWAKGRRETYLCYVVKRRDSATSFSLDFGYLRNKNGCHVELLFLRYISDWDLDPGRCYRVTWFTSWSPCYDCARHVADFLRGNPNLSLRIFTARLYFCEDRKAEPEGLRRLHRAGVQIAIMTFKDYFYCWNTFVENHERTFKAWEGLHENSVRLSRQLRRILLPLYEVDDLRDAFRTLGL
# Numbers without * were called inactive; ? = inconclusive; [ ] = another dose, or the depositor's remark. The call rests on the fitted dose curve; in most records, active means well fitted curve in the direction sought with a large enough effect; inconclusive means small, poorly fitted or top-dose-only effect, or another doubt; inactive means no such curve, though single readings can be large; an effect the other way counts as inactive or inconclusive. On the % scale 0 is the no-effect control and ±100 the full control effect; potency means the concentration at half of the fitted maximal effect. These rows are one share of the data; rates above refer to the full screens.
SMILES,UDG counter,AID inhibitor
CCCCC(=O)Nc1cccc(-c2nc3ncccc3o2)c1C,21%,3%
Cc1ccc(C=Nc2ccc(C)c(N=Cc3ccc(C)s3)c2)s1,-7%,7%
CCc1ccc(S(=O)(=O)NCc2nc3cccnc3n2Cc2ccccc2Cl)cc1,7%,0%
COc1cc(/C=C(/C#N)C(=O)OC(C)C)cc(Cl)c1OC,-3%,-15%
COc1ccc(NC(=O)CN(C)C(=O)Cn2[nH]c(=O)c3ccccc3c2=O)cc1,-7%,-5%
COc1ccc(C(=O)COc2ccc(C#N)cc2OC)cc1Br,-17%,-11%
Cc1onc(-c2c(F)cccc2Cl)c1C(=O)Nc1nnc(C(C)C)s1,-3%,3%
Cc1ccccc1OCC(=O)OCc1cc(=O)n2ccsc2n1,64%[activator],23%
Cc1ccc2c(CNCc3ccc(C)o3)c(C(=O)O)n(Cc3ccc(F)cc3)c2c1,1%,-6%
Cc1ccc(S(=O)(=O)c2nnn(CC(=O)Nc3ccccc3C)c2N)cc1C,1%,0%
O=C(CN1C(=O)c2cccc3cccc1c23)Nc1ccccc1Br,5%,1%
CCOc1cccc(CC(=O)N2CCc3c([nH]c4ccccc34)C2c2ccc(Cl)cc2)c1OCC (stereo not drawn),-15%,?
Cc1ccc(NC(=O)CSc2ccccc2C(=O)Nc2ccc3c(c2)OCCCO3)cc1,3%,3%
COc1ccc(Cn2ccnc2SCC(=O)NCc2ccco2)cc1,1%,5%
CN(C)c1ccc(C(CNC(=O)COc2ccccc2)N2CCOCC2)cc1 (stereo not drawn),14%,-5%
CC1CCN(c2nc3ccc(C(=O)NCc4ccccc4)cc3s2)CC1,4%,-3%
COc1ccc(C(=O)Nc2cccc3cccnc23)cc1Cl,-8%,0%
COc1ccc(Cl)cc1NC(=O)CSC1=Nc2ccccc2C2=NC(CCC(=O)NCc3ccc(F)cc3)C(=O)N12 (stereo not drawn),-3%,-30%
Cc1ccc(CNC2CC3CCC2(C)C3(C)C)s1 (stereo not drawn),4%,-3%
CN1CCN(c2oc(-c3ccc(S(=O)(=O)N4CCCCC4)cc3)nc2C#N)CC1,?,-15%
O=C(CSc1n[nH]c(-c2ccccc2Cl)n1)N1CCN(c2ccccc2)CC1,0%,1%
O=C(Nc1ccccc1C(F)(F)F)c1cccc(Cl)c1,-9%,-11%
COc1cccc(-c2nc(CS(=O)(=O)CC(=O)Nc3ccc(F)cc3F)c(C)o2)c1,-2%,-5%
CCOC(=O)/C(C(N)=O)=C(\OC)C(=O)CC(=O)c1ccc(C)cc1,0%,-2%
CCC(NC(=O)C1CCOC1)C12CC3CC(CC(C3)C1)C2 (stereo not drawn),13%,-3%
Cc1nc2scc(C)n2c(=O)c1S(=O)(=O)Nc1ccc(N2CCOCC2)cc1,8%,35%[activator]
CCOC(=O)c1c(C)[nH]c(C)c1S(=O)(=O)N(C)CC(=O)Nc1cc(C)cc(C)c1,0%,-15%
COc1ccc(N2Cc3cccc(C(=O)Nc4cc(C)cc(C)c4)c3C2=O)cc1,2%,-6%
C/C=C/Cn1c(SCCC)nc2c1c(=O)[nH]c(=O)n2C,-3%,-1%
COc1cc2c(cc1OC)C(COc1ccc3c(C)cc(=O)oc3c1)N(C(=O)c1cc(Cl)ccc1OC)CC2 (stereo not drawn),-5%,7%
COc1ccc(/C=C\c2onc(C)c2S(=O)(=O)N2CCC(C(=O)Nc3cccc(C)c3C)CC2)cc1,-14%[57.5 µM],-11%
Cc1ccc(S(=O)(=O)c2nnn3c2nc(N(C)Cc2ccccc2)c2cc(Cl)ccc23)cc1C,-10%,-1%
CC(C)N(C(=O)c1ccccc1F)C(C)C,1%,-3%
O=C(NC1(C(F)(F)F)C(=O)Nc2c1c(=O)[nH]c(=O)n2-c1ccc(Cl)cc1)c1cccs1 (stereo not drawn),4%,3%
Cc1ccsc1CNC(=O)/C=C/c1ccncc1,-5%,-4%
CNC(=O)CSc1nc2c(c(C(F)(F)F)c1C#N)CC(C(C)(C)C)CC2 (stereo not drawn),4%,?
Cc1ccc(-c2cn3c(n2)sc2cc(C(=O)NCCCN4CCCCCC4)ccc23)cc1,8%,?
N#C/C(=C/c1ccc(OCc2ccc(Cl)cc2)cc1)c1nc2ccccc2s1,-4%,-1%
COC(=O)c1ccccc1NC(=O)CSc1n[nH]c(CC(C)C)n1,-15%,-23%
O=C(O)c1cc(F)cc(Br)c1,6%,2%
COc1ccc2[nH]c(=O)c(-c3noc(-c4cccs4)n3)cc2c1,-1%,?
COc1ccc(Cl)cc1NC(=O)N1CCN(S(=O)(=O)c2ccc3c(ccn3C)c2)CC1,-14%,-4%
CCOc1ccc(NC(=O)Cn2c(=O)n(CC(=O)NCc3ccccc3Cl)c(=O)c3sccc32)cc1,?,5%
Cc1cccc(N2CCN(C(=O)CN3C(=O)COc4ccc(S(=O)(=O)N5CCC(C)CC5)cc43)CC2C)c1 (stereo not drawn),-10%,?
COc1ccc(-c2noc(CSc3nc(N)cc(=O)[nH]3)n2)cc1,1%,-14%
CC(=O)Nc1ccc(NC(=O)C2CCCCC2)cc1,-6%,3%
C(=C\c1ccccc1)/CNCC1CCCO1 (stereo not drawn),5%,6%
Cc1ccc(-c2nnc(SCC(=O)c3ccc(Cl)cc3)n2-c2ccccc2)cc1,0%,7%
O=C(Nc1ccc(F)cc1)c1ccc(Cn2nc(N3CCN(c4ccccc4)CC3)ccc2=O)o1,-1%,-8%
CCOc1cccc(-c2cc(C(=O)O)c3ccc(C)c(C)c3n2)c1,3%,-5%
CC(=O)c1cc(-c2ccccc2)n(CC(=O)NCCc2ccc(C)cc2)c1C,2%,4%
COc1ccc2c(CN(C)CCOc3cc(C)cc(C)c3)cc(=O)oc2c1,3%,-2%
COc1ccc(Cl)cc1NS(=O)(=O)c1ccc2c(c1)NC(=O)CC(=O)N2,-1%,-6%
CC(C)CN(CCCNC(=O)c1cc(=O)[nH]c2ccc(S(=O)(=O)N3CCCC3)cc12)CC(C)C,0%,4%
CCc1cccc(C)c1NS(=O)(=O)c1cccc(C(F)(F)F)c1,2%,0%
CCOC(=O)c1cnc2ccc(Cl)cc2c1Nc1ccccc1OCC,-8%,-2%
COc1cccc(C2C=C(c3ccccc3)Nc3c(C(=O)Nc4ccccc4)cnn32)c1OC (stereo not drawn),-22%,46%[activator]
COc1cc(NS(=O)(=O)c2ccc(C)cc2C)cc2sc(NC(=O)c3ccccc3)nc12,6%,1%
Cc1nnc(N2CCC(C(=O)NCCc3ccccc3)CC2)c2nn(-c3ccc(Cl)cc3)c(C)c12,3%,24%
COc1ccc(OC)c(NC(=O)CSC2=Nc3ccccc3C3=NC(CC(=O)NCc4ccc(F)cc4)C(=O)N23)c1 (stereo not drawn),-4%,?
# Further results.
SMILES,UDG counter,AID inhibitor
COc1ccc(N2C(=O)CS(=O)(=O)C23C(=O)N(Cc2ccccc2F)c2ccccc23)cc1Cl (stereo not drawn),5%,16%
COc1ccc(S(=O)(=O)N2CCN(c3ccccc3C)CC2)cc1C,4%,-11%
Cc1ccc(Cl)cc1-n1c(=O)c2sc3ccccc3c2n(CC(=O)NC2CCCC2)c1=O,2%,9%
Cc1c(Cl)cccc1NC(=O)N1CCSc2ncccc21,6%,3%
CCOc1ccc(C(=O)Nc2cccc(-c3nc4cc(Cl)cc(Cl)c4o3)c2)cc1,-23%,96%[activator]
COC(=O)c1c(NC(=O)COc2c(C)cccc2C)sc2c1CCCC2,-17%,-3%
CC(=O)c1cccc(OCc2ccc(C(N)=O)cc2)c1,4%,1%
COc1ccc(-c2nn(-c3ccccc3)cc2C2NC(=O)NC(C)=C2C(=O)OC(C)C)cc1Cl (stereo not drawn),-16%,?
COc1cccc(N2CC(NC(=O)c3cccc(OC)c3OC)CC2=O)c1 (stereo not drawn),-1%,3%
CN(C)C(=O)CCc1ccc(F)cc1,-12%,-13%
Cc1ccc(N/N=C/c2ccc(Br)cc2)cc1Cl,-9%,-7%
COCCNC(=O)c1ccc2c(c1)ncn2-c1cc(C)ccc1OC,2%,7%
CCOc1ccc(NC(=O)C(CC)CC)c2cccnc12,-1%,7%
CCC1CN(C(=O)NCc2cccc(OC)c2)c2cc(Cl)ccc2O1 (stereo not drawn),-3%[57.5 µM],-22%
O=C(Nc1ccc(F)c(Cl)c1)C1CCCN(S(=O)(=O)c2cccc3nsnc23)C1 (stereo not drawn),-9%,3%

# Reformatted: results already given.
compound | UDG counter | AID inhibitor
COc1cccc(C2C=C(c3ccccc3)Nc3c(C(=O)Nc4ccccc4)cnn32)c1OC (stereo not drawn) | -22% | 46%[activator]
COc1cc(NS(=O)(=O)c2ccc(C)cc2C)cc2sc(NC(=O)c3ccccc3)nc12 | 6% | 1%
Cc1nnc(N2CCC(C(=O)NCCc3ccccc3)CC2)c2nn(-c3ccc(Cl)cc3)c(C)c12 | 3% | 24%
COc1ccc(OC)c(NC(=O)CSC2=Nc3ccccc3C3=NC(CC(=O)NCc4ccc(F)cc4)C(=O)N23)c1 (stereo not drawn) | -4% | ?
COc1ccc(N2C(=O)CS(=O)(=O)C23C(=O)N(Cc2ccccc2F)c2ccccc23)cc1Cl (stereo not drawn) | 5% | 16%
COc1ccc(S(=O)(=O)N2CCN(c3ccccc3C)CC2)cc1C | 4% | -11%
Cc1ccc(Cl)cc1-n1c(=O)c2sc3ccccc3c2n(CC(=O)NC2CCCC2)c1=O | 2% | 9%
Cc1c(Cl)cccc1NC(=O)N1CCSc2ncccc21 | 6% | 3%
CCOc1ccc(C(=O)Nc2cccc(-c3nc4cc(Cl)cc(Cl)c4o3)c2)cc1 | -23% | 96%[activator]
COC(=O)c1c(NC(=O)COc2c(C)cccc2C)sc2c1CCCC2 | -17% | -3%
CC(=O)c1cccc(OCc2ccc(C(N)=O)cc2)c1 | 4% | 1%
COc1ccc(-c2nn(-c3ccccc3)cc2C2NC(=O)NC(C)=C2C(=O)OC(C)C)cc1Cl (stereo not drawn) | -16% | ?
COc1cccc(N2CC(NC(=O)c3cccc(OC)c3OC)CC2=O)c1 (stereo not drawn) | -1% | 3%
CN(C)C(=O)CCc1ccc(F)cc1 | -12% | -13%
Cc1ccc(N/N=C/c2ccc(Br)cc2)cc1Cl | -9% | -7%
COCCNC(=O)c1ccc2c(c1)ncn2-c1cc(C)ccc1OC | 2% | 7%

# Further results
SMILES,UDG counter,AID inhibitor
Cn1c(NCCO)nc2c1c(=O)n(Cc1ccccc1F)c(=O)n2C,-3%,2%
O=C1CC(c2cc(F)cc(F)c2)c2cc3c(cc2N1)OCO3 (stereo not drawn),-7%,?
COc1ccc(OC)c(C2C=C(C34CC5CC(CC(C5)C3)C4)NC(=S)N2)c1 (stereo not drawn),-4%,-8%
Cc1ccc(NC(=O)C2CCC(CNS(=O)(=O)c3csc(C(N)=O)c3)CC2)cc1Cl (stereo not drawn),3%,-7%
COc1ccc(NC(=O)C2CCN(C(=O)c3sc4nc[nH]c(=O)c4c3C)CC2)cc1Cl,10%,-4%
CCC(=O)c1ccc(OCc2ccc(Cl)c(Cl)c2)cc1,-18%,-22%
Cc1ccc(C)c(C(=O)/C=C\N(C)C)c1,6%,5%
COc1ccc(-c2cc3ccc(OCC#N)cc3oc2=O)c(OC)c1,-5%,-6%
O=C(Nc1ccc(F)cc1F)c1cc(=O)c2ccccc2o1,4%,7%
Cn1c(=O)oc2cc(S(=O)(=O)NCCC(=O)Nc3ccc(F)cc3F)ccc21,6%,0%
COc1ccc(-c2c(NC(=O)c3cccc([N+](=O)[O-])c3)oc3c(C)cccc3c2=O)cc1OC,-13%,-11%
COCCCNC(=O)CN1C(=O)c2cccnc2Sc2ccccc21,3%,16%
CC(C)(C)OC(=O)N/N=C/c1ccccc1OCC(=O)O,5%,0%
COc1ccc(-c2noc(CNC(=O)c3ccco3)n2)cc1,-3%,-2%
CCOc1ccc(N2CC(c3nc4ccccc4n3Cc3cccc(C)c3)CC2=O)cc1 (stereo not drawn),-9%,?
CN(C(=O)C1CCN(c2oc(-c3ccco3)nc2C#N)CC1)c1ccccc1,5%,-7%
CCc1ccc(NC(=O)CSC2=Nc3ccccc3C3=NC(CC(=O)NCc4ccccc4)C(=O)N23)cc1 (stereo not drawn),0%,2%
COCCCNC(=O)C1CCC(Cn2c(=O)c3sccc3n(C)c2=O)CC1 (stereo not drawn),5%,8%
CCOC(=O)C1CCN(C(=O)CSc2n[nH]c(-c3ccc(F)cc3)n2)CC1,0%,1%
NC(=O)Nc1ccc(NC(=O)c2nccnc2N)cc1,-7%,5%
Cc1ccc(OCc2cc(=O)n3cc(C)sc3n2)c(C)c1,-2%,13%
CCOP(=O)(OCC)c1nc(Cc2ccc(Cl)cc2)oc1NCc1ccco1,-10%,5%
CCNC(=O)c1ccc2c(c1)sc1nc(-c3cccc(OC)c3)cn12,-2%[57.5 µM],12%
Cc1ccc2c(=O)cc(C(=O)NCC(c3cccs3)N3CCCCC3)oc2c1C (stereo not drawn),-5%,-7%
COc1ccc(-c2nnc(SCc3nc(-c4ccco4)no3)n2CCc2ccccc2)cc1,-14%,-4%
CCOc1ccccc1C(=O)Nc1cc2c(cc1N1CCCCC1)n(C)c(=O)n2C,0%,14%
CC(=O)c1ccc(NC(=O)c2noc3c2CCc2ccccc2-3)cc1,-14%,8%
Cn1nc(C(=O)N2CCN(Cc3cccc4ccccc34)CC2)c2ccccc2c1=O,0%,-12%
CN(Cc1ccsc1)C(=O)c1ccc(C#N)cc1,1%,-2%
COc1ccc(Nc2nc3ccccc3nc2NS(=O)(=O)c2ccc(C)c(C)c2)cc1,-6%,4%
CCC1Oc2ccccc2N(CC(=O)NCCc2ccc(OC)c(OC)c2)C1=O (stereo not drawn),4%,7%
CCOCCCNC(=O)c1c(NC(=O)Cc2coc3ccc(C)cc23)sc2c1CCC2,3%,-4%
CCN1CCN(CCCNC(=O)Cn2c(-c3cccs3)cc3cc(Cl)ccc32)CC1,-6%,5%
COc1ccc(C(CNC(=O)c2oc3ccc(C)cc3c2C)N2CCOCC2)cc1 (stereo not drawn),-2%,1%

# From PubChem BioAssay
